Sm TGR block – blocks Schistosoma mansoni thioredoxin glutathione reductase. Q962Y6. purified TGR, DTNB reduction, TNB absorbance 405 nm. Potency, µM (titrated, usually from 114 µM), without a hit: at the highest dose activity change, negative = inhibition, usual class: inhibitors. 3% of 360,000 active. AID 485364; also: potency is read from the fitted curve at half-maximal effect; nearly all actives have a fitted effect of over 60% in size
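First, TGR (20 nM dispensed) and NADPH were mixed with compound. Second, a 15 min room-temperature incubation followed. Third, further NADPH and then DTNB were added to start the reaction. Finally, TNB absorbance was monitored kinetically.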
AmpC detergent – inhibitors of E. coli AmpC beta-lactamase with detergent | AmpC hydrolysis of nitrocefin, absorbance 480 nm, 0.01% Triton | Potency, µM (doses to about 114 µM), for inactives: at the highest dose activity change, negative = inhibition, most hits filed as inhibitors | 0.041% of 370,000 active | AID 485294;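 also: potency is read from the fitted curve at half-maximal effect; 0% = no-compound wells and -100% = no-enzyme wells; nearly all actives have a fitted effect of over 25% in size; some results filed as inactive show a strong effect at the top dose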
Target sequence (P00811 whole entry, looked up): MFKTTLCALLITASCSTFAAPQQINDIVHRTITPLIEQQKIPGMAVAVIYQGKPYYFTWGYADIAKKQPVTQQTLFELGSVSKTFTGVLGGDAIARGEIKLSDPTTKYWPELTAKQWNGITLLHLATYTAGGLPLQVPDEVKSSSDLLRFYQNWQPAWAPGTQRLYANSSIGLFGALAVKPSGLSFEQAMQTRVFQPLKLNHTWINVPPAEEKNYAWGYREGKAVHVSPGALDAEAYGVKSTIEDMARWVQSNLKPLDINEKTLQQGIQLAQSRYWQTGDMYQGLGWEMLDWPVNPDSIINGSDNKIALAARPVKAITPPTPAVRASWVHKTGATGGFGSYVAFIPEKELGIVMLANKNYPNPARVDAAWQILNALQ
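20 mM phosphate pH 7.0 + 0.01% (detergent screen) or 0.0001% Triton X-100; 5.3 nM AmpC reagent; cpd preinc 15 min RT; nitrocefin (800 uM stock) to start; A480 q20 s × 4 min; Activity was normalised to no-enzyme and no-compound control wells.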
TbPYK inhibitor – T. brucei pyruvate kinase inhibition | Q57TT1 | TbPYK enzyme, Kinase-Glo Plus ATP luminescence, 45 min | Potency, µM (series often up to 76.8 µM), inactives show at the top dose activity, negative = inhibition, hits mostly inhibitors | 0.12% of 410,000 active | AID 624173; also: potency is read from the fitted curve at half-maximal effect; nearly all actives have a fitted effect of over 50% in size
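Activity of T. brucei pyruvate kinase was followed by Kinase-Glo Plus luminescence after the enzyme reacted 45 min at room temperature with 130 uM ADP (final) and substrate. Test compounds were added before ADP at multiple concentrations.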
LmPK inhibitor – blocks Leishmania mexicana pyruvate kinase activity | Q27686 | purified LmPK, Kinase-Glo ATP luminescence, 1 h | Potency, µM (titrated, usually from 57.5 µM), for inactives: at the top dose activity change, negative = inhibition, actives largely listed as inhibitors | 0.37% of 290,000 active | AID 1721; also: potency is read from the fitted curve at half-maximal effect
Target sequence (Q27686 whole entry, looked up): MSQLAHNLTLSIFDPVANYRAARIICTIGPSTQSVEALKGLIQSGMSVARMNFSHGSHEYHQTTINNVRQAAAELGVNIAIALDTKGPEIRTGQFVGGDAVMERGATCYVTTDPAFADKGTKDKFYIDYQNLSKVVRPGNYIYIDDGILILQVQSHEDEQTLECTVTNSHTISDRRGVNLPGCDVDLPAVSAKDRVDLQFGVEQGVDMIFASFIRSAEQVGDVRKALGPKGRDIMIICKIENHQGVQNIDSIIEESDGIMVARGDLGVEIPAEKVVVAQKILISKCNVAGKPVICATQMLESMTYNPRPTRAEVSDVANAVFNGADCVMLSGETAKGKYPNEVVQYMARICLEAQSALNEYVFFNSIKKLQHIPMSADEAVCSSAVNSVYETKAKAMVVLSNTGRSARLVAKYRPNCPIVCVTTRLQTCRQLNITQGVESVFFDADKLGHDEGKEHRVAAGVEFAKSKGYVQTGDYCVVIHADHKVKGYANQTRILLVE
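ATP generated from ADP (0.1 mM) and PEP (0.5 mM) by 0.1 nM LmPK over 1 h at room temperature (pH 7.2 imidazole buffer) was detected by coupled luciferase luminescence. Values were normalized to uninhibited and no-enzyme wells.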
HCMV antiviral – blocks human cytomegalovirus replication. 4.5% of 410,000 active. AID 1259415. HFF cells, HCMV-luciferase reporter, 72 h; active compounds read low. activity change, negative = inhibition, % at 57.5 µM; in the data active = activity change below about -60%; inconclusive = no clear call, values can overlap the other calls; inactive = above about -39%
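After 16 h attachment at 37C, HFF cells received test compound and HCMV-luciferase (1 PFU/cell); reporter luminescence read 72 h later, data normalized against buffer-only and known inhibitor Salinomycin.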
AMA1 RON2 block – inhibitors of Plasmodium falciparum AMA1-RON2 interaction | 0.2% of 360,000 active | AlphaScreen AMA1-biotinylated RON2 peptide binding | Potency, µM (doses to about 58.2 µM), for the others: top-dose activity change, negative = inhibition, hits mostly inhibitors;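 also: potency is read from the fitted curve at half-maximal effect; 0% = vehicle wells and -100% = peptide control; nearly all actives have a fitted effect of over 45% in size; some results filed as inactive show a strong effect at the top dose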
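AMA1 (3D7) with his tag at 25 nM final met compounds first, then biotinylated RON2 peptide at 25 nM; detection used donor plus acceptor beads, 10 µg/mL apiece, read by AlphaScreen after 30 min at room temperature.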
AmpC no deterg – AmpC beta-lactamase inhibition without detergent; P00811; AmpC nitrocefin hydrolysis, absorbance 480 nm, 0.0001% Triton; Potency, µM (top dose mostly 57.1 µM), without a hit: top-dose activity change, negative = inhibition, actives largely listed as inhibitors; 0.52% of 330,000 active;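 also: potency is read from the fitted curve at half-maximal effect; plate controls were no compound for no effect and no enzyme for full effect; nearly all actives have a fitted effect of over 20% in size; some results filed as inactive show a strong effect at the top dose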
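AmpC (5.3 nM in the dispensed reagent) in 20 mM phosphate pH 7.0 with 0.01% (detergent screen) or 0.0001% Triton X-100 was preincubated with compounds for 15 min at room temperature. Nitrocefin was then added from an 800 uM solution, and hydrolysis was followed at 480 nm.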
An asterisk follows results filed as active; ? = inconclusive; / = not tested or not shown; [ ] = another dose, or the depositor's remark. Unless noted, calls follow the shape of the dose curve; as a rule, active = well fitted curve in the direction sought with a large enough effect; inconclusive = small, poorly fitted or top-dose-only effect, or another doubt; inactive = no such curve, though single readings can be large; an effect the other way counts as inactive or inconclusive. Unless noted, % is scaled to controls: 0 for no effect and ±100 for the full control effect.

The line under a structure holds: Sm TGR block	AmpC detergent	TbPYK inhibitor	LmPK inhibitor	HCMV antiviral	AMA1 RON2 block	AmpC no deterg
- CSCCC(NS(=O)(=O)c1ccc2c(c1)oc(=O)n2C)C(=O)N1CCN(c2cc(Cl)ccc2C)CC1 (stereo not given)
    -2%	6%	0%	/	22	/	/
- COC(=O)C1=CNC=C(C(=O)OC)C1c1ccc(C(=O)OC)cc1
    -22%	?	-4%	-3%	101	0%	-28%
- COc1cc([N+](=O)[O-])cc2sc(NC(C)=O)nc12
    7%	-14%	-3%	0%	-28	6%	-20%
- CC1Nc2ncnc(N3CCN(c4ccccc4)CC3)c2N(Cc2ccc(Cl)cc2)C1=O (stereo not given)
    ?	-8%	0%	/	0	-12%	156%[activator]
- COc1ccc(CN2CCN(CCCc3ccccc3)C(CCO)C2)cc1OC (stereo not given)
    -18%	-15%	1%	13%	-14	-4%	0%
- CCOc1ccc(CCNC(=O)c2ccc(CS(=O)Cc3ccccc3Cl)o2)cc1 (stereo not given)
    -27%	-12%	5%	1%	-13	-4%	72%[activator]
- Cc1ccc(OCC(=O)NCC(c2ccc(Cl)cc2)N2CCCCC2)cc1 (stereo not given)
    -3%	-1%	1%	/	-9	/	/
- CCCCNC(=O)CSc1nc2ccsc2c(=O)n1CCCC(=O)NCCc1ccc(S(N)(=O)=O)cc1
    7%	5%	0%	9%[11.5 µM]	38	-2%	-10%
- O=C(NCc1cccs1)c1ccc2c(=O)n3nc(Nc4ccccc4)sc3nc2c1
    -1%	6%	3%	/	-4	/	/
- Cc1nnc(SCc2ccccc2Cl)c2cc3occc3n12
    11%	-6%	-4%	/	27	/	/
- COc1ccc(Nc2ccc(S(=O)(=O)N3CCCCC3)cc2[N+](=O)[O-])cc1Cl
    -7%	-15%	-1%	9%	?	?	-18%
- Cc1ccccc1NC(=O)C1C2C=CC(C3CC23)C1C(=O)O (stereo not given)
    -1%	-6%	5%	3%	7	5%	-13%
- Cc1cc(C=C2C(=O)CCCC2=O)c(C)n1-c1ccccc1
    ?	-9%	-9%	4%	-12	-10%	-9%
- CCOC(=O)[C@]12Cc3cc(C)ccc3[C@H]1N(Cc1ccccc1)C(=O)c1ccccc12
    /	/	-2%	/	-13	-2%	/
- Cc1ccc(C(=O)COC(=O)CNC(=O)c2ccc(Br)o2)cc1[N+](=O)[O-]
    -14%	-8%	-10%	1%	-12	7%	69%
- CC(=O)O[C@@]1(C)C[C@@H](O)[C@]2(O)C=CO[C@@H](O[C@@H]3O[C@H](CO)[C@@H](O)[C@H](O)[C@H]3O)[C@@H]21
    -5%	5%	5%	/	?	13%	-2%
- O=C(Nc1ccc(S(=O)(=O)Nc2ncccn2)cc1)c1ccc(Br)s1
    -4%	-6%	1%	8%	26	-8%	-18%
- COc1cc(/C=C(\C(=O)O)c2ccc(S(=O)(=O)N3CCCC3)s2)ccc1OCCC(C)C
    /	/	7%	/	16	-11%	/
- COc1cc(-c2noc(CCCC(=O)Nc3cccnc3)n2)cc(OC)c1OC
    10%	5%	-5%	-3%	111	-7%	1%
- COc1ccc(-c2cc3c(=O)n(CC(=O)N4CCCCC4)ncn3n2)cc1
    -17%	-6%	-5%	2%	36	0%	-13%
- Cc1nn(-c2ccccc2)c(NC(=O)C(C)C)c(-c2ccccc2)c1=O
    -5%	3%	1%	-4%	-16	22%	-3%
- COc1ccc(/[N+]([O-])=C/c2ccoc2)cc1
    5µM*	4%	-22%	/	49	-1%	-17%
- CN(C)c1ccc(C(CNS(=O)(=O)c2ccc(F)cc2)N2CCOCC2)cc1 (stereo not given)
    -4%	20%	6%	/	2	/	/
- CC1C(=O)N2CCCc3cc(S(=O)(=O)N(C)CCC#N)cc1c32 (stereo not given)
    -14%	0%	0%	2%	-30	-8%	-5%
- CCOc1ccc(S(=O)(=O)Nc2cc3c(C(=O)OC)c(COC)oc3c3ccccc23)cc1
    8%	13%	6%	/	19	/	/
- COc1ccc(CCNC(=O)c2ccc(Cl)c(S(=O)(=O)N(C)c3ccccc3)c2)cc1
    -3%	0%	-4%	2%	-68*	-4%	-5%
- Cc1cc(C)nc(N2CCC(C(=O)Nc3nnc(C)s3)CC2)n1
    -11%	-11%	-2%	5%	14	-5%	-10%
- O=C(C1CCCN1S(=O)(=O)c1ccc(Br)cc1)N1CCOCC1 (stereo not given)
    /	-3%	3%	-2%	-19	5%	0%
- Cc1cc(NC(=O)CSc2ccc3nnc(CCNS(=O)(=O)c4ccccc4)n3n2)no1
    4%	0%	1%	5%[11.5 µM]	-33	13%	-11%
- COc1ccc(S(=O)(=O)N2CCN(CCO)CC2)cc1-c1nnc2c3ccccc3c(C)nn12
    -13%	-6%	-2%	-2%	6	9%	1%

Rewritten field by field: 2 of the compounds above.
Cc1cc(NC(=O)CSc2ccc3nnc(CCNS(=O)(=O)c4ccccc4)n3n2)no1
  Sm TGR block: 4%	AmpC detergent: 0%	TbPYK inhibitor: 1%	LmPK inhibitor: 5%[11.5 µM]	HCMV antiviral: -33	AMA1 RON2 block: 13%	AmpC no deterg: -11%

COc1ccc(S(=O)(=O)N2CCN(CCO)CC2)cc1-c1nnc2c3ccccc3c(C)nn12
  Sm TGR block: -13%	AmpC detergent: -6%	TbPYK inhibitor: -2%	LmPK inhibitor: -2%	HCMV antiviral: 6	AMA1 RON2 block: 9%	AmpC no deterg: 1%

(continued)
The line under a structure holds: Sm TGR block	AmpC detergent	TbPYK inhibitor	LmPK inhibitor	HCMV antiviral	AMA1 RON2 block	AmpC no deterg
- COc1ccc(OCc2nc3c4c(-c5ccc(OC)cc5)c(-c5ccc(OC)cc5)oc4ncn3n2)cc1
    9%	8%	3%	/	3	/	/
- COc1ccccc1Nc1nn2c(=O)c3ccc(C(=O)NC4CCCCC4)cc3nc2s1
    1%	5%	4%	/	0	/	/
- Cc1ccc(N(C(=O)C(F)(F)F)C(C(=O)NC2CCCCC2)c2cccs2)cc1C (stereo not given)
    11%	0%	-9%	2%	6	4%	-15%
- O=C(CCc1nc2ccccc2c(=O)[nH]1)Nc1cc(C(F)(F)F)ccc1N1CCCC1
    -1%	?	1%	/	?	20%	-30%
- CCN(CC)c1ncnc2c1ncn2[C@H]1CN(Cc2cccs2)C[C@@H](CO)O1
    /	/	0%	/	-20	-12%	/
- COc1cccc(CC2(CO)CCN(Cc3ccc4cccc(F)c4n3)CC2)c1
    4%	8%	-23%	5%	109	-1%	69%[activator]
- COc1ccc(N2CC(C(=O)N[C@@H](C)C(=O)N3CCCCC3)CC2=O)cc1 (stereo not given in full)
    6%	1%	-2%	-3%	-9	2%	3%
- COC(=O)c1ccc(Oc2nc(SC)nc(N(C)C)n2)cc1
    7%	2%	-30%	-6%	-20	-10%	32%
- N#CCCN1CCN(S(=O)(=O)c2ccc(S(=O)(=O)N3CCCCCC3)cc2)CC1
    6%	?	-2%	4%	10	17%	-9%
- CCOC(=O)c1sc(N)c(C#N)c1COC(=O)C1=COCCO1
    -10%	-5%	-3%	/	11	-1%	-27%
- CCCCCCCCCCCCOC1OC(CO)C(O)C(O)C1NC(C)=O (stereo not given)
    3%	-12%	0%	-3%	-37	-8%	30%
- CC(C)(C)c1nc2ccccc2[nH]1
    -2%	?	-1%	-7%	33	15%	-1%
- CC[C@]12c3[nH]c4ccccc4c3CCN1C(=O)C(CC(=O)NCCCn1ccnc1)C[C@@H]2C(=O)N1CCN(C(=O)C2CC2)CC1 (stereo not given in full)
    /	/	5%	/	-14	14%	35%
- COc1ccc(CCn2c3c(c(=O)[nH]c2=O)C(NC(=O)c2ccccc2OC)(C(F)(F)F)C(=O)N3)cc1OC (stereo not given)
    3%	26%	2%	/	-4	/	/
- Cc1c(Cl)cccc1NC(=O)CN1CCC(C(O)(c2ccccc2)c2ccccc2)CC1
    0%	-3%	2%	3%	91	-10%	19%
- COc1cccc(Oc2ccc(C(F)(F)F)cc2NC(=O)CN2C(=O)NC3(CCCC3)C2=O)c1
    /	/	-1%	/	-15	-27%	-10%
- Cc1ccccc1C(=O)Nc1ccc(-c2nnc(SC(C)C(=O)O)n2C)cc1 (stereo not given)
    3%	3%	-23%	-8%	0	-4%	-19%
- S=c1[nH]nc(-c2cccnc2)n1/N=C/C(Cl)=C\c1ccccc1
    -9%	-10%	-44%	2%	67	43%[activator]	-12%
- COc1cc(OC)c(NC(C)C(=O)NCc2ccccc2)cc1Cl (stereo not given)
    -6%	-12%	0%	-7%	24	22%	-3%
- O=C(c1ccc(CNS(=O)(=O)c2cccc(Cl)c2)cc1)N1CCCCC1
    6%	-6%	-2%	-1%	2	10%	25%
- CCOC(=O)N1CCC(N2Cc3cccc(C(=O)Nc4ccc(OCC)cc4)c3C2=O)CC1
    -5%	-9%	10%	0%	90	-16%	4%
- C/C(=N/NC(=O)c1ccncc1)c1ccc2c(c1)OCO2
    4%	-2%	12%	-5%	6	22%	-7%
- Cc1ccc(C2C(C#N)=C(N)OC3=C2C(=O)CCC3)s1 (stereo not given)
    24%	3%	-5%	-6%	13	-4%	-20%
- COc1ccccc1-c1nc2c3c(-c4ccccc4)c(-c4ccccc4)oc3ncn2n1
    0%	15%	1%	/	43	/	/
- COC(=O)c1cc(CSc2nnc(-c3ccccc3)c(-c3ccccc3)n2)oc1C
    0%	-7%	-12%	0%	-9	-6%	-23%
- O=[N+]([O-])c1ccc2[nH]c(=S)[nH]c2c1
    /	/	2%	/	-31	68%[activator]	/
- COc1ccc(/C=N/N2CCOCC2)cc1OCc1ccccc1
    1%	-9%	1%	0%	?	?	34%
- NS(=O)(=O)c1ccc(CCNC(=O)COC(=O)/C=C/c2ccc(Cl)cc2)cc1
    -5%	-3%	3%	-1%	16	-3%	-24%
- Clc1cccc(CSc2nnc([C@@H]3CCCN3)o2)c1
    2%	0%	-1%	-1%	-25	41%[activator]	2%
- COc1ccc(OC)c(N/C(=N/c2nc(C)cc(C)n2)NC(C)=O)c1
    3%	?	-2%	0%	31	0%	-13%
- COc1ccc(S(=O)(=O)N(C)c2ccc(C(=O)NCc3ccccn3)cc2)cc1OC
    40%[activator]	-2%	-2%	-9%	10	2%	44%
- COc1ccccc1N(C)c1cc2c(c3c1ccn3C)C1CCC2C1 (stereo not given)
    /	/	-2%	/	-89*	13µM*	/

Bioassay records: PubChem BioAssay, National Center for Advancing Translational Sciences (NCATS)
